HSF1 activator – increases HSF-1 driven luciferase reporter signal; activation, % at 9 µM; 1.7% of 300,000 active; AID 504408; NIH3T3-HGL HSF-1 luciferase reporter, MG132, 8 h; 100% = twice DMSO control signal;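 active means mean replicate activation of at least 50% with a set share of replicates each reaching 50%; inconclusive means only one of those two conditions met; inactive means mean below 50% and too few replicates reaching it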;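 further: 0% = median of the neutral control wells and 100% = twice that signal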
PolyA inh – inhibitors of polyadenylation in S. cerevisiae; S. cerevisiae SKY197-pL101 polyadenylation reporter, beta-gal luminescence; efflux-impaired pdr1/pdr3 knockout yeast; score 100 = 6 SD above DMSO; calls only at 12 µM; 0.02% of 300,000 active;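 active means lowest replicate activity score at least 50, where 100 means six control SD above control mean; inconclusive means lowest score under 50 but half or more replicates reach 50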;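 further: yeast exposed to compound for 9 h at 30 °C; higher score means more reporter readthrough which indicates perturbed polyadenylation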
AI-2 QS modul – Vibrio harveyi AI-2 quorum sensing modulation. activity change, % at 7.5 µM. Vibrio harveyi JMH597 AI-2 luminescence/OD600 ratio, 9 h; active compounds read low; strain lacks LuxN and CqsS sensors; 0 = neutral-control median. 0.4% of 300,000 active. AID 2094; in the data active means activity change below about -75%, passing the limit was not always enough; inconclusive means no clear call, values can overlap the other calls;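 further: luminescence divided by OD600 gain over 9 h not by final OD600 alone; inactives centre near 13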
Platelet DG rel – platelet dense granule release activity; human platelet-rich plasma, SFLLRN dense granule ATP release, luminescence; inhibition, %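 (compounds screened at 7.5 µM in platelet-rich plasma)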; 0.22% of 300,000 active;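 active means mean replicate score, as percent of positive control, at or above 50; inconclusive means mean below 50 but at least one replicate at or above 50; inactive means mean and every replicate below 50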
Dyrk1A ADPGlo – Dyrk1A (rat) kinase inhibition. Q63470. ADP-Glo luminescence, NFATc1 peptide. inhibition, % at 12.5 µM. 0.43% of 310,000 active. AID 504441; in the data active means inhibition above about 50%;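 further: plate controls were vehicle with enzyme for no effect and no enzyme for full effect; many of its hits are not listed in these tables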
GSK3beta inhib – inhibitors of human GSK3beta kinase; P49841; GST-GSK3beta kinase, ADP-Glo luminescence, 60 min; active compounds read low; activity score (negative = inhibition), % at 10 µM; 0.038% of 300,000 active; AID 2097;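 active means more than half of replicate wells score below -50%, meaning over 50% inhibition versus plate controls; inconclusive means some replicates but at most half score below -50%; inactive means no replicate scores below -50%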;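 further: 0% = median DMSO wells and -100% = median GW8510 positive control wells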
Target sequence (P49841 whole entry, looked up): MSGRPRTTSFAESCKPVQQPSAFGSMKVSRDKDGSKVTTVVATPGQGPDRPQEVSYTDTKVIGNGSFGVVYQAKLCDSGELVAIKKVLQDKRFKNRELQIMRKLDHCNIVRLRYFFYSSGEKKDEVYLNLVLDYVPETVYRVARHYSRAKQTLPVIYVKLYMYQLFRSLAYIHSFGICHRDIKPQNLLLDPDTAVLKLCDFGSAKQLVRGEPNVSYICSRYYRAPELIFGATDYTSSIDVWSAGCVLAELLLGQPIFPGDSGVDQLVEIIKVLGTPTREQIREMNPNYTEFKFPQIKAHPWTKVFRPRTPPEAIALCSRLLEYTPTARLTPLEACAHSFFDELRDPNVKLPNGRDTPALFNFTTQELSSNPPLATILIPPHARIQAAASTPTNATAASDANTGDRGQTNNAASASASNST
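Assay system: GST-fused GSK3beta enzyme, cell-free / Medium: Tris pH 7.5 buffer with MgCl2, DTT, BSA, heparin / Also added: peptide substrate plus 25 µM ATP (final) / Compound: 10 µM single point / Timing: kinase reaction with compound 60 min at room temperature / Detection: ADP-Glo luminescence / Benchmarks: DMSO neutral wells and GW8510 at 20 µM as positive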
HDAC3 inhib – blocks human histone deacetylase 3 | O15379 | recombinant HDAC3, fluorogenic peptide/trypsin coupled, fluorescence | inhibition, % at 8.3 µM | 0.15% of 320,000 active; in the data active means inhibition above about 26%, passing the limit was not always enough; inconclusive means no clear call, values can overlap the other calls
Target sequence (O15379 whole entry, looked up): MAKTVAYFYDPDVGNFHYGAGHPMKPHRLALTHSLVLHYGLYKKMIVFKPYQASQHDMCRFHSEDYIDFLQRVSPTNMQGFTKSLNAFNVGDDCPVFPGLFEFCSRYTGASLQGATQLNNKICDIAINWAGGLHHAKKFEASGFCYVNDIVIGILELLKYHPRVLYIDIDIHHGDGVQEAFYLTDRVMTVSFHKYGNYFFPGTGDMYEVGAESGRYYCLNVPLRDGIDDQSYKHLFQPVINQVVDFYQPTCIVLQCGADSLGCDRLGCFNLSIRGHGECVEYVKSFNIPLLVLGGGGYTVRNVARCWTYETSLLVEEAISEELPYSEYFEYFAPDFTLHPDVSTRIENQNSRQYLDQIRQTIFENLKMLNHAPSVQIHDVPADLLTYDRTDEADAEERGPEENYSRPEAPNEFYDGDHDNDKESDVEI
HSF1 inh – HSF1 inhibition; 0.77% of 300,000 active; activity change, negative = inhibition, % at 7.5 µM (by protocol); AID 2098; NIH3T3-HGL HSE-luciferase, MG132-induced, luminescence 8 h; active compounds read low;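 active means more than half of replicate wells show activity change below -50%, luminescence cut by over half; inconclusive means some wells, but at most half, below -50%; inactive means no replicate well below -50%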;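 further: luciferase reports HSF-1 transcriptional activity via heat shock element; 0% = median of DMSO wells and -100% = zero luminescence signal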
GSK3 alpha inh – inhibitors of human GSK-3 alpha kinase; ADP-Glo luminescence, 60 min; 0.1% of 320,000 active; P49840; inhibition, % at 10 µM;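 in the data active means inhibition above about 50%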;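 further: GST-tagged GSK-3 alpha with peptide substrate and 25 µM ATP; 0% = DMSO neutral wells and 100% = GW8510 positive control wells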
HSP90 inh – HSP90 refolding inhibition in rabbit reticulocyte lysate | AID 1789 | 0.91% of 290,000 active | luciferase refolding luminescence, 3 h | inhibition, % at 5.6 µM;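 active means inhibition above the screen-wide mean plus 3 SD, computed separately per campaign, cut at about 16% in these data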;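 further: 0% = DMSO wells and 100% = 60 µM geldanamycin wells; inhibitors lower the luminescence because luciferase stays unfolded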
Starred values were filed as active, the others as inactive; i = inactive; u = inconclusive; x = not tested or not shown. A portion of the library; count on the stated rates, not on these rows.

SMILES	HSF1 activator	PolyA inh	AI-2 QS modul	Platelet DG rel	Dyrk1A ADPGlo	GSK3beta inhib	HDAC3 inhib	HSF1 inh	GSK3 alpha inh	HSP90 inh
Cc1cccc(OCC(=O)N(Cc2cccs2)C2CCS(=O)(=O)C2)c1C (stereo not given)	0	i	33	2	-5	3	4	4	0	0
Cc1c(NC(=O)C(C)Sc2nnc(-c3ccccc3)o2)c(=O)n(-c2ccccc2)n1C (stereo not given)	-11	i	22	-2	-5	1	9	-5	1	-2
O=C(CSc1nnc(-c2ccc(F)cc2)o1)N1CCN(C(=O)c2ccco2)CC1	1	i	43	3	7	2	-1	-5	-1	7
Nc1cccc(-c2cc(-c3ccccc3)nc(-c3cccc(N)c3)n2)c1	-6	i	28	-9	3	2	3	-2	0	-2
O=C(O)c1cccc(-n2nnnc2SCc2ccccc2Cl)c1	-1	i	21	5	0	-1	x	3	-2	-2
COc1cc(C#N)c(NC(=O)CN2CCN(CCO)CC2)cc1OC	31	i	7	0	x	-1	-2	-1	2	-3
CNc1nc(Nc2ccc(C)c(Cl)c2)c2cnn(C)c2n1	-3	i	12	-13	-14	2	5	7	-1	-2
COc1ccc(CNC(=O)CSc2nnc3c(n2)[nH]c2ccc(OC)cc23)cc1	36	i	19	7	-7	-3	-5	1	2	-3
Cc1ccc(S(=O)(=O)N=S(CC2CC2(Cl)Cl)CC2CC2(Cl)Cl)cc1 (stereo not given)	2	i	36	8	5	2	x	-3	x	0
Cc1cc(C)c(S(=O)(=O)N2CCCOC2CNC(=O)C(=O)NCc2cccs2)c(C)c1 (stereo not given)	14	i	-5	-15	-8	0	7	-2	0	1
COCC(=O)N1CCC(Oc2ccc(C(=O)N[C@H](C(=O)OC)C(C)C)cc2)CC1	2	i	20	2	-1	2	0	2	1	-5
Cc1ccc(Cn2c(O)c(N=NC(=S)Nc3ccccc3F)c3cc(S(=O)(=O)N4CCOCC4)ccc32)cc1	x	i	16	13	0	-2	x	x	x	12
CC(C)NC(=S)N/N=C/c1sc(N2CCCCC2)nc1-c1cccs1	19	i	22	7	1	-3	6	3	0	2
O=C(Nc1nc2c(s1)CCCC2)c1cccc(S(=O)(=O)N2CCCc3ccccc32)c1	18	i	12	3	-1	-1	4	-1	1	10
Cc1cc(-c2ccc(S(=O)(=O)NCc3ccc(F)cc3)cc2)on1	4	i	27	-19	6	0	0	-9	1	-1
S=c1[nH]nc(COc2ccc(Cl)cc2)n1-c1ccc(Cl)cc1	10	i	-12	9	-6	-2	-2	4	2	8
O=C1NC(=O)/C(=C\c2ccccc2OCc2ccccc2)S1	16	i	27	11	8	-1	1	5	-1	-2
CCN(CC)S(=O)(=O)c1cc(C(=O)Nc2ccncc2)ccc1Cl	-1	i	7	-7	x	-22	-1	-7	-3	6
Cc1cc(=O)n2nc(N3CCC(C(=O)Nc4c(F)c(F)c(F)c(F)c4F)CC3)sc2n1	13	i	26	-9	x	1	-2	-3	-3	-8
COCC(C)n1c(C)cc(C(=O)CSc2ncccn2)c1C (stereo not given)	-12	i	39	0	x	1	4	-13	3	6
Cc1cccc(C)c1NC(=O)COC(=O)c1ccc([N+](=O)[O-])o1	7	i	29	2	-3	1	u	4	-4	-2
CCOc1ccc(NC(=S)N2CCCN(Cc3cc(C)ccc3C)C2)cc1	-17	i	8	-5	-1	-1	-2	-1	-3	7
Cc1nc(N/N=C/c2ccc(O)cc2)c2cnn(-c3ccccc3)c2n1	-1	i	3	-9	x	-5	6	4	2	-3
Cc1cccc(OCC(=O)N2CCC3(CC2)CC(=O)c2ccccc2O3)c1	0	i	17	4	-3	5	-3	0	-3	x
O=C(COC(=O)c1cc(Cl)ccc1O)NCCNC(=O)COC(=O)c1cc(Cl)ccc1O	1	i	13	3	0	-2	8	0	-1	4
(more compounds)
SMILES	HSF1 activator	PolyA inh	AI-2 QS modul	Platelet DG rel	Dyrk1A ADPGlo	GSK3beta inhib	HDAC3 inhib	HSF1 inh	GSK3 alpha inh	HSP90 inh
Cc1ccccc1OCCC(=O)N1CCN(S(=O)(=O)c2ccc(F)cc2)CC1	30	i	14	19	9	2	1	17	-1	2
CSc1cccc(NC(=O)CN(C)S(=O)(=O)c2ccccc2)c1	67*	i	-36	-3	x	3	-2	21	-2	1
CCOc1ccccc1NC(=O)C1=C(C)NC(=O)NC1c1cccs1 (stereo not given)	16	i	-2	0	2	-4	-4	13	0	1
Cc1csc(SCCn2c(N3CCOCC3)nc3c2c(=O)[nH]c(=O)n3C)n1	2	i	6	-3	-1	1	5	-1	x	0
CC1CCC(NC(=O)CCN2C(=O)C3C4C=CC(C4)C3C2=O)CC1 (stereo not given)	-4	i	12	-1	7	0	5	-3	-2	-8
O=C(Nc1ccccc1)c1nnsc1S(=O)(=O)c1ccc(Cl)cc1	79*	i	u	-4	5	-1	7	55	2	2
CCOc1cc(C2C3=C(CC(C)(C)CC3=O)N(CCCOC)C3=C2C(=O)CC(C)(C)C3)ccc1O	-6	i	41	-3	x	-1	2	-2	-1	0
CCN1C(=O)C(CC(=O)Nc2c(C)cccc2C)Nc2cc(S(=O)(=O)N(C)C)ccc21 (stereo not given)	5	i	19	-3	-7	-1	11	-6	5	5
CCOC(=O)c1ccc(N=Cc2nc3ccccc3n2C)cc1	-41	i	20	-1	-1	7	-1	-42	-1	1
CCCc1cc(=O)[nH]c(SCC(=O)N2CCN(c3ccc(F)cc3)CC2)n1	1	i	30	-1	-4	3	9	0	0	-5
O=[N+]([O-])c1ccc(Sc2cccc3cccnc23)c([N+](=O)[O-])c1	33	x	19	21	1	6	-1	-1	1	2
COC(=O)c1ccc(OC(=O)CCN2C(=O)C3C4c5ccccc5C(c5ccccc54)C3C2=O)cc1 (stereo not given)	10	i	5	13	-3	-1	8	-1	0	-2
Cc1ccc(N2CC(NC(=O)N3CCN(C(=O)c4ccco4)CC3)CC2=O)cc1 (stereo not given)	6	i	28	-2	2	2	3	-3	1	x
O=C(CSCc1ccccc1F)NCc1ccccc1	17	i	16	4	-5	0	5	12	-6	-4
COCCN(C(=O)CSc1nnc2cc(C)c3ccccc3n12)c1c(N)n(Cc2ccccc2)c(=O)[nH]c1=O	-8	i	1	12	-1	-3	-4	8	-1	2
Cc1ccc2c(c1)nnn2C1CCN(C(=O)NC23CC4CC(CC(C4)C2)C3)CC1	25	i	4	0	x	1	x	2	x	-1
COC(=O)c1cccc(NC(=O)c2cc3ccccc3o2)c1	-34	i	1	14	19	3	6	-21	-1	16
CCc1ccc(N2CN=c3s/c(=C\c4ccccc4)c(=O)n3C2)cc1	-15	i	19	2	17	4	3	-17	-1	0
CC(C)(C)C(=O)Nc1nc2cc3c(cc2s1)OCO3	40	i	25	1	17	3	2	26	-2	7
COc1ccc(C(=O)Nc2ccccc2C(=O)N/N=C/c2ccccc2OC)cc1	-4	i	1	74*	4	0	0	-17	4	50*
COc1ccc2c(c1)c(CC(=O)Nc1cc(C)ccc1C)c(C)n2C(=O)c1ccc(Cl)cc1	15	i	3	1	2	3	6	7	-2	-2
OCCCc1nc2ccccc2n1CCOc1ccccc1	10	i	36	0	x	-1	1	3	-4	2
O=c1[nH]cc(I)cc1I	-6	i	30	0	2	4	x	-5	x	4
CO/N=C/C1C(=O)NN=C1c1ccccc1 (stereo not given)	13	i	6	1	-10	0	3	-8	-4	2
CCN(C(=O)CCN1C(=O)c2ccccc2C1=O)C1CCCCC1	25	i	9	-2	0	-2	-4	7	3	0

Reformatted: three of the compounds above
The line under a structure holds: HSF1 activator	PolyA inh	AI-2 QS modul	Platelet DG rel	Dyrk1A ADPGlo	GSK3beta inhib	HDAC3 inhib	HSF1 inh	GSK3 alpha inh	HSP90 inh
CSc1cccc(NC(=O)CN(C)S(=O)(=O)c2ccccc2)c1
    67*	i	-36	-3	x	3	-2	21	-2	1
CCOc1ccccc1NC(=O)C1=C(C)NC(=O)NC1c1cccs1 (stereo not given)
    16	i	-2	0	2	-4	-4	13	0	1
Cc1csc(SCCn2c(N3CCOCC3)nc3c2c(=O)[nH]c(=O)n3C)n1
    2	i	6	-3	-1	1	5	-1	x	0

HSP90 inh, what is marked active above
SMILES	HSF1 activator	PolyA inh	AI-2 QS modul	Platelet DG rel	Dyrk1A ADPGlo	GSK3beta inhib	HDAC3 inhib	HSF1 inh	GSK3 alpha inh	HSP90 inh
COc1ccc(C(=O)Nc2ccccc2C(=O)N/N=C/c2ccccc2OC)cc1	-4	i	1	74*	4	0	0	-17	4	50*

The main list resumes, repeating the 2 entries before the break.
SMILES	HSF1 activator	PolyA inh	AI-2 QS modul	Platelet DG rel	Dyrk1A ADPGlo	GSK3beta inhib	HDAC3 inhib	HSF1 inh	GSK3 alpha inh	HSP90 inh
CO/N=C/C1C(=O)NN=C1c1ccccc1 (stereo not given)	13	i	6	1	-10	0	3	-8	-4	2
CCN(C(=O)CCN1C(=O)c2ccccc2C1=O)C1CCCCC1	25	i	9	-2	0	-2	-4	7	3	0
COC(=O)C1=C(CCc2ccccc2)NC(=O)NC1c1ccc(Br)cc1 (stereo not given)	16	i	22	-2	-2	-2	11	8	6	3
O=C(CCCn1c(=S)[nH]c2cc3c(cc2c1=O)OCO3)N1CCN(c2ccc(Cl)cc2)CC1	9	i	10	1	1	-2	2	1	-1	2
Cc1c(O)ccc2c(=O)c(-c3nncn3-c3ccccc3)coc12	x	i	2	7	-1	1	u	x	-1	0
O=C(O)c1cc(S(=O)(=O)N2CCCC2)ccc1Br	3	i	8	-9	-6	-1	-3	4	-2	-3
Cc1ccc(OCCN2CCN(c3nc(NCc4ccco4)c4ccccc4n3)CC2)cc1	-6	i	31	-9	-5	0	-2	0	-4	1
CCO[C@@H]1OC(C(=O)N2CCOCC2)=C[C@H](c2cn(C(C)=O)c3ccccc23)[C@H]1CCCO	-6	i	25	0	-2	1	-2	-4	2	4
C=CCc1cccc(C=Nc2c[nH]c(=O)[nH]c2=O)c1O	-26	i	23	3	2	2	-1	-13	5	-6
Cc1ccc(S(=O)(=O)NCC2CCC(C(=O)NC3CCCCC3)CC2)cc1 (stereo not given)	4	i	50	9	-4	-2	-6	1	-1	2
COc1ccc(-c2cc(N)n(S(=O)(=O)c3ccc(C)cc3)n2)c(OC)c1	15	i	12	13	0	3	8	5	3	1
CCOc1cc(C2c3c(oc4ccccc4c3=O)C(=O)N2c2nccs2)ccc1O (stereo not given)	7	i	24	1	-5	-1	-3	-4	0	2
O=C(COc1ccccc1)Nc1cccc(-c2nn[nH]n2)c1	22	i	27	-21	70*	-1	2	3	20	-1
COc1ccc2cc(CN(Cc3cccs3)Cc3nnnn3Cc3ccccc3)c(=O)[nH]c2c1	-6	i	17	0	-2	1	-2	15	-3	6
CC(=O)Nc1ccccc1NC(=O)CN(C)S(=O)(=O)c1ccc(C)cc1	-7	i	11	-2	4	2	-9	-4	0	-1

Screening results deposited in PubChem by several laboratories.
